FLuc counter – firefly luciferase modulation, counter-screen for miR-21 project; P08659; purified FLuc, Km substrates, luminescence inhibition; Potency, µM (top dose mostly 57.5 µM), for the others: at the highest dose activity change, negative = inhibition, actives largely listed as inhibitors; 6.9% of 360,000 active; AID 588342;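 note: plate controls were vehicle for no effect and reference inhibitor for full effect; nearly all actives have a fitted effect of over 55% in size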
Target sequence (P08659 whole entry, looked up): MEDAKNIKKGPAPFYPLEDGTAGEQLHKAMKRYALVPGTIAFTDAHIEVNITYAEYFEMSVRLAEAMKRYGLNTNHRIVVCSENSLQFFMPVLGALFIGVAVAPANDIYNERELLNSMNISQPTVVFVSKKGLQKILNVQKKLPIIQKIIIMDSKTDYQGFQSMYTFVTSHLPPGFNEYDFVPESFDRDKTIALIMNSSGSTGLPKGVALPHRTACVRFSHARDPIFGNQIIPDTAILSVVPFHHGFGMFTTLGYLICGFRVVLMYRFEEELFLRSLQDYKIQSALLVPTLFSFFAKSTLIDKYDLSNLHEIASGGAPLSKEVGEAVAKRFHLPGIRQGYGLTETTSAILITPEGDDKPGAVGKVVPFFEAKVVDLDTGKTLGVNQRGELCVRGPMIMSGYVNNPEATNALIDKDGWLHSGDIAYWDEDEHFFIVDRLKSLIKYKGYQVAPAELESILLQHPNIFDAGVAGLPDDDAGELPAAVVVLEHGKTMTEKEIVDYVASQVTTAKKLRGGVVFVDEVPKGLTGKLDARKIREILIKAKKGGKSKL
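Biochemical qHTS of compounds, final roughly 60 µM downward over six points, against 10 nM purified firefly luciferase using Km concentrations of substrates (10 uM D-luciferin, 10 uM ATP) in Tris acetate pH 7.5 buffer; luminescence output.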
BRCA1 expr act – BRCA1 expression activation | MCF7-BRCA1-FFLuc reporter, luminescence, 48 h; response scale: scaled: vehicle 0%, 10 µM genistein 100% | Potency, µM (top dose mostly 46.1 µM), without a hit: at the top dose activation, most hits filed as activators | 1.1% of 380,000 active; note: nearly all actives have a fitted effect of over 80% in size; some results filed as inactive show a strong effect at the top dose
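Compounds are tested at multiple concentrations on MCF7 BRCA1-luciferase reporter cells seeded at 2000 per well; after 48 h, a single luminescence end-point is taken and curves fitted to the normalized data.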
An asterisk follows results filed as active; ? = inconclusive. Calls come from the whole dose curve; as a rule, active = well fitted curve in the direction sought with a large enough effect; inconclusive = small, poorly fitted or top-dose-only effect, or another doubt; inactive = no such curve, though single readings can be large; an effect the other way counts as inactive or inconclusive. Potency is the fitted concentration of half-maximal effect. Some of the compounds tested; count on the stated rates, not on these rows.

The first three records (preview)
Values run as follows: FLuc counter, BRCA1 expr act
CC(CNc1nc2ccccc2c2nc(-c3ccccc3)nn12)c1ccccc1 (configuration not stated)
 : -5%, 14%
CCCOc1ccc(-c2nc3ccccc3c(=O)o2)cc1
 : 0.67µM*, 67%
CCC(=O)N1CCc2cc(Br)cc(S(=O)(=O)N(CC)Cc3ccccc3)c21
 : 5%, 8%

All compounds of this part, from the start:
Values run as follows: FLuc counter, BRCA1 expr act
CC(CNc1nc2ccccc2c2nc(-c3ccccc3)nn12)c1ccccc1 (configuration not stated)
 : -5%, 14%
CCCOc1ccc(-c2nc3ccccc3c(=O)o2)cc1
 : 0.67µM*, 67%
CCC(=O)N1CCc2cc(Br)cc(S(=O)(=O)N(CC)Cc3ccccc3)c21
 : 5%, 8%
O=C(c1ccco1)N(Cc1cccs1)c1ccc(F)cc1
 : -20%, -5%
COc1ccc2c(c1)c(=O)c(S(=O)(=O)c1ccccc1)cn2CC(=O)Nc1ccc2c(c1)OCO2
 : -2%, -11%
COc1ccc(C2C(C(=O)Nc3ccc(C)cc3C)=C(C)Nc3nc4ccccc4n32)c(OC)c1 (configuration not stated)
 : 3%, 5%
COc1ccc2c(c1)c(=O)c(S(=O)(=O)c1ccccc1)cn2CC(=O)Nc1ccc(C)c(Cl)c1
 : 0%, -29%
O=C(Nc1ccc(Cl)cc1)c1ccc2c(c1)N(Cc1ccccc1)C(=O)c1ccccc1S2(=O)=O
 : 1%, -39%
COc1ccc2c(c1)c1c(c(=O)n(Cc3ccccc3)c(=O)n1CC(=O)NCc1ccccc1)n2C
 : -4%, 11%
O=C1CSC2(C(=O)N(Cc3cccc(C(F)(F)F)c3)c3ccccc32)N1c1ccc(F)c(F)c1 (configuration not stated)
 : 6%, -64%
CCOC(=O)c1cccc(NC(=O)CSc2ncc3c(n2)-c2ccc(Cl)cc2N(Cc2ccccc2)S3(=O)=O)c1
 : -7%, -61%
COc1ccccc1C(=O)Nc1c(C(=O)Nc2cc(Cl)ccc2C)sc2nc(C)cc(C)c12
 : 2%, 13%
CCOc1ccc(C(=O)N(Cc2nc(-c3cccc(C)c3)no2)C(C)C)cc1
 : 3%, 0%
Cc1cc(C)cc(NC(=O)c2sc3nc4n(c(=O)c3c2C)N=C(c2ccccc2)CS4)c1
 : 6%, 51%
Cc1ccccc1-c1noc(-c2ccc(NCC3CCCO3)c([N+](=O)[O-])c2)n1 (configuration not stated)
 : ?, 7%
Cc1cccc(-c2nc(SCCCOc3ccc(Cl)c(C)c3)n3[nH]c(=O)cc3n2)c1
 : ?, 0%
CCc1nn2c(=O)cc(COC(=O)C3CCCCC3)nc2s1
 : ?, -18%
Cc1ccc(CN(Cc2ccco2)C(=O)c2oc3ccc(C)cc3c2C)cc1
 : 0%, -7%
CCOCCCn1c(=N)c(C(=O)NC(C)c2ccccc2)cc2c(=O)n3cc(C)ccc3nc21 (configuration not stated)
 : -4%, 10%
Cc1cccc(NC(=O)C2(C)Cc3ccccc3C(=O)O2)c1 (configuration not stated)
 : -13%, 17%

Record cards, from the list above. Order of values: FLuc counter, BRCA1 expr act
Cc1cccc(NC(=O)C2(C)Cc3ccccc3C(=O)O2)c1 (configuration not stated) as listed: -13%, 17%
CC(CNc1nc2ccccc2c2nc(-c3ccccc3)nn12)c1ccccc1 (configuration not stated) as listed: -5%, 14%
COc1ccc2c(c1)c(=O)c(S(=O)(=O)c1ccccc1)cn2CC(=O)Nc1ccc(C)c(Cl)c1 as listed: 0%, -29%

Next results:
Values run as follows: FLuc counter, BRCA1 expr act
CCOC(=O)c1ccc(N2C(=O)c3n[nH]c(-c4ccco4)c3C2c2ccc(O)c(OCC)c2)cc1 (configuration not stated)
 : 27%, -68%
COc1ccc(N(Cc2nnc3n2CCCCC3)C(=O)Nc2cccc(C)c2)cc1Cl
 : 1%, 5%
CCc1ccccc1NC(=O)Cn1c(=O)n(-c2ccc(C)cc2)c(=O)c2cc(OC)c(OC)cc21
 : 8%, -2%
Cc1ccc(NC(=O)Cn2c(=O)n(Cc3ccco3)c(=O)c3ccc(C(=O)NC4CCCC4)cc32)c(C)c1
 : -1%, 1%
CCOc1ccc(S(=O)(=O)N(CC(=O)NCCSc2ccc(C)cc2)c2ccccc2)cc1
 : 0%, -1%
CC(=O)Nc1ccc(NC(=O)CN(C)S(=O)(=O)c2ccc3c(c2)CCCC(=O)N3)cc1
 : -1%, 8%
Cc1cc(F)ccc1NS(=O)(=O)c1ccc(-n2cccn2)cc1
 : -17%, -24%
CCOC(=O)CCn1cnc2onc(-c3cc(OC)ccc3Cl)c2c1=O
 : -6%, -16%
CCN1C(=O)c2ccccc2S(=O)(=O)c2ccc(C(=O)NCc3ccc(F)cc3)cc21
 : 2%, 0%
CCc1ccc(N2CC(C)Cn3c2nc2c3c(=O)n(CC(=O)O)c(=O)n2C)cc1 (configuration not stated)
 : -9%, 8%
CC(C)(Oc1ccc(Cl)cc1)C(=O)Nc1nnc2n1CCS2
 : -1%, 19%
Cc1ccc(Cl)cc1N1C(=O)N(Cc2ccc(C#N)cc2)c2ccccc2S1(=O)=O
 : 6%, -26%
Cc1ccc(F)cc1NC(=O)CSc1nc(-c2cccs2)cc(C(F)(F)F)n1
 : 4%, 0%
Cc1ccccc1OCCSc1nc2ccc(NC(=O)c3ccco3)cc2s1
 : ?, 0%
CCc1cccc(NC(=O)CSC2=Nc3ccccc3N=C(c3ccc(F)cc3)C2)c1
 : -9%, -41%
Cc1ccc(S(=O)(=O)n2nc(-c3ccc(Cl)cc3)nc2NCc2ccccc2)cc1
 : -2%, 3%
COC(=O)c1cc(NC(=O)CCc2c(C)nc3c(c(C)nn3C(C)(C)C)c2C)cc(C(=O)OC)c1
 : -1%, 15%
CC(=O)N1CCc2c(sc3c2c(=O)n(Cc2ccccc2)c(=O)n3Cc2ccccc2Cl)C1
 : 1%, 0%
Cc1ccc(NC(=O)Cn2c(=O)c3ccccc3n3nncc23)cc1
 : -6%, 1%
CCCS(=O)(=O)N1CCC(C(=O)NCCOC)CC1
 : 0%, 0%
CC(C)CCNC(=O)c1ccc2c(c1)N(Cc1ccccc1F)C(=O)c1ccccc1S2=O (configuration not stated)
 : 6%, 0%
CCOC(=O)c1c(NC(=O)c2ccc(S(=O)(=O)N(CC(C)C)CC(C)C)cc2)sc2c1CCN(CC)C2
 : 4%, 17%
O=C(Nc1ccc(F)cc1)[C@H](CSCc1ccccc1)N1Cc2ccccc2C1=O
 : -8%, 15%
CCOc1ccc(CCNC(=O)c2csc3c2CCCCC3)cc1
 : -6%, -1%
COc1cc(OC)c(NC(=O)CC(c2cccs2)N2Cc3ccccc3C2=O)cc1Cl (configuration not stated)
 : -14%, -64%
CC1=C(C(=O)Nc2cccc(C(F)(F)F)c2)C(c2ccccn2)n2ncnc2N1 (configuration not stated)
 : -2%, -8%
Cc1cccc(N2CCN(C(=O)Nc3cn(CC(C)C)c(=O)c4ccccc34)CC2)c1C
 : 5%, -27%
CN1CCN(C(=O)c2ccc3c(c2)N(Cc2c(F)cccc2Cl)C(=O)c2ccccc2S3)CC1
 : -10%, -25%
COc1ccc(-n2c(=O)c3sc4ccccc4c3n(C)c2=O)cc1
 : 0%, 16%
COc1ccc(C)cc1NC(=O)CSc1ncc2c(n1)-c1ccc(Cl)cc1N(Cc1ccccc1)S2(=O)=O
 : -4%, 0%
COc1ccc2c(c1)c1c(c(=O)n(-c3ccc(C)cc3)c(=O)n1CC(=O)Nc1cc(C)ccc1C)n2C
 : -5%, -28%
COc1ccc(N2CCN(C(=O)c3cc(S(=O)(=O)N4CCCCCC4)cn3C)CC2)cc1
 : ?, 2%
CC1CCCN(c2ncnc3c2nc2n3CCCCC2)C1 (configuration not stated)
 : ?, 11µM*
COc1ccccc1NC(=O)C(Cc1ccccc1)NS(=O)(=O)c1ccc2c(c1)c(=O)n(C)c(=O)n2C (configuration not stated)
 : -6%, -16%
Cc1oc(-c2ccc(C(=O)NCc3ccccc3Cl)cc2)nc1CN1CCc2ccccc21
 : -6%, -44%
Cc1ccc(CNC(=O)CN(c2ccc(C(C)C)cc2)S(=O)(=O)c2c(C)n[nH]c2C)cc1
 : ?, -56%
Cc1ccc(NS(=O)(=O)c2ccc3c(c2)CCN3C(=O)C2CC2)c(C)c1
 : -5%, -9%
CCOc1ccccc1N(CC)C(=O)Nc1cn(C)c(=O)c2ccccc12
 : 0%, -8%
COc1ccccc1CNC(=O)CCCn1c(=O)c2ccccc2n(Cc2ccc(F)cc2)c1=O
 : -8%, 4%
CCc1ccc(NC(=O)CN2C(=O)CSc3ccc(S(=O)(=O)N(C)C)cc32)cc1
 : -19%, -1%
Cc1ccc(S(=O)(=O)c2nnn(CC(=O)Nc3ccccc3C)c2N)cc1
 : 2%, -2%
CCOC(=O)c1c(C)[nH]c(C)c1S(=O)(=O)N1CCCC(C(=O)Nc2ccc(F)cc2F)C1 (configuration not stated)
 : -3%, -15%
COC(=O)C(Cc1c[nH]c2ccccc12)NC(=O)COc1ccc(Cl)cc1Cl (configuration not stated)
 : ?, 0%
O=C(Cn1c(=O)c2ccccc2n(CC(=O)Nc2ccccc2F)c1=O)NCCc1ccccc1
 : -7%, 1%
COc1ccc2c(c1)c1c(c(=O)n(-c3ccc(F)c(Cl)c3)c(=O)n1CC(N)=O)n2C
 : -1%, -1%
Cc1ccc2c(c1)-c1onc(C(=O)N(C)c3ccc(F)cc3)c1CO2
 : ?, 2%
CN(CC(=O)NCc1ccccc1Cl)S(=O)(=O)c1ccc2c(c1)c(=O)n(C)c(=O)n2C
 : -1%, -32%
Cc1cccc(N(CC(=O)NC(C)c2ccccc2)S(=O)(=O)c2ccccc2)c1C (configuration not stated)
 : -11%, -43%
COc1ccc(-c2cc(C(F)(F)F)nc(SCCC(=O)Nc3c(C)cccc3C)n2)cc1
 : 2%, 5%
CCCN(CCC)C(=O)Cn1c(=O)n(-c2ccc(Cl)cc2)c(=O)c2c3c(sc21)CCCCC3
 : 5%, 0%
COc1cccc(CNC(=O)c2cc3c(=O)n(C)c4ccccc4c3n2C)c1
 : 0%, 34%
CCOCCCn1c(SCC(=O)NCc2ccccc2)nc2c(sc3ccccc32)c1=O
 : 5%, -4%
Cc1ccc(Cn2c(=O)c3cccnc3n(CC(=O)Nc3cc(Cl)ccc3C)c2=O)cc1
 : -3%, 0%
CSc1nn(Cc2ccc(Br)cc2)c(N(C(C)=O)C(C)=O)c1S(=O)(=O)c1ccccc1
 : 4%, -30%
Cc1csc2nc(-c3ccc(NS(=O)(=O)c4cc(F)ccc4F)cc3)cn12
 : ?, 3%
COc1ccc(CCNC(=O)c2ccc3c(c2)CCN3S(C)(=O)=O)cc1
 : -3%, 13%
COc1ccc(NC(=O)c2nnn(Cc3ccc(Br)cc3F)c2N)c(OC)c1
 : -4%, -5%
CCC(C)c1ccccc1OCC(=O)Nc1ccc(S(=O)(=O)Nc2cc(C)on2)cc1 (configuration not stated)
 : ?, 3%
O=C(Nc1ccc(F)cc1)c1cc2cc3ccc(Cl)cc3nc2o1
 : -5%, -7%
CC(=O)N1CCc2c(sc3c2c(=O)n(Cc2ccccc2)c(=O)n3Cc2ccc(Cl)cc2)C1
 : 3%, 35%

Following part:
Values run as follows: FLuc counter, BRCA1 expr act
O=C(CCCn1c(=O)c2ccccc2n(Cc2ccc(F)cc2Cl)c1=O)NCCc1ccc(Cl)cc1
 : -1%, -2%
Cn1c(=O)oc2cc(S(=O)(=O)N3CCC(C(=O)N4CCN(c5cccc(Cl)c5)CC4)CC3)ccc21
 : -5%, 2%
CCOc1ccc(OCC)c(NC(=O)c2c(C)nn(-c3ccccc3)c2-n2cccc2)c1
 : -3%, 66%
Cn1cc(S(=O)(=O)N2CCCCC2)cc1C(=O)N1CCN(c2ccc(F)cc2)CC1
 : -8%, -1%
Cc1ccc(C)c(N2CCN(c3nccn4nc(-c5ccc(Br)cc5)cc34)CC2)c1
 : -1%, -22%
Cc1ccc(C)c(NC(=O)CSc2ncc(S(=O)(=O)c3ccc(C)c(Cl)c3)c(=O)[nH]2)c1
 : 11µM*, 1%
CCCn1c(CCCNC(=O)c2ccccc2OC)nc2ccccc21
 : -7%, 7%
Cc1ccc(C)c(N(C)C(=O)Cc2c(C(=O)O)[nH]c3ccc(Cl)cc23)c1
 : ?, -22%
CC(=O)c1ccc(S(=O)(=O)Nc2ccc(-c3cn4c(C)csc4n3)cc2)cc1
 : ?, 22%
COc1ccc2c(c1)c(N1CCCC1=O)c(C(=O)Nc1ccc(OC)c(Cl)c1)n2C
 : -11%, -41%
COc1ccc(C(=O)Nc2cc3c(cc2C(=O)c2ccccc2Cl)OCCO3)cc1
 : -11%, 17%
Cc1ccc(NC(=O)CCc2c(C)nc3c(-c4ccc(F)cc4)c(C)nn3c2C)cc1F
 : 0%, 8%
Cc1nc2c(C(=O)NCc3ccccc3Cl)c[nH]n2c(=O)c1Cc1cccc(Cl)c1
 : ?, 1%
CCCCC(=O)Nc1cccc(-c2nc3ccccc3s2)c1
 : ?, 0%
CCOC(=O)C1CCN(C(=O)Cn2nc(CC)n3c(cc4occc43)c2=O)CC1
 : -3%, 0%
CCOC(=O)c1c(NC(=O)c2ccc(S(=O)(=O)N(C)C3CCCCC3)cc2)sc2c1CCN(C(C)C)C2
 : -1%, -11%
COc1ccc(-c2nc3sc(CCNC(=O)c4ccc(C(C)(C)C)cc4)c(C)n3n2)cc1
 : 4.8µM*, 22%
